hIAP act: increases human intestinal alkaline phosphatase activity; P09923; purified human IAP, CDP-Star luminescence, 30 min; active compounds read high; 1 = vehicle-only enzyme, 0 = enzyme-free background; activation factor at 10 µM; hit rate 0.16% among 330,000;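 active means activation factor of the enzyme at least 2-fold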; further: the source names both 10 and 20 µM as test concentration; values of inactives mirror those of a sister screen read the other way
Target sequence (P09923 whole entry, looked up): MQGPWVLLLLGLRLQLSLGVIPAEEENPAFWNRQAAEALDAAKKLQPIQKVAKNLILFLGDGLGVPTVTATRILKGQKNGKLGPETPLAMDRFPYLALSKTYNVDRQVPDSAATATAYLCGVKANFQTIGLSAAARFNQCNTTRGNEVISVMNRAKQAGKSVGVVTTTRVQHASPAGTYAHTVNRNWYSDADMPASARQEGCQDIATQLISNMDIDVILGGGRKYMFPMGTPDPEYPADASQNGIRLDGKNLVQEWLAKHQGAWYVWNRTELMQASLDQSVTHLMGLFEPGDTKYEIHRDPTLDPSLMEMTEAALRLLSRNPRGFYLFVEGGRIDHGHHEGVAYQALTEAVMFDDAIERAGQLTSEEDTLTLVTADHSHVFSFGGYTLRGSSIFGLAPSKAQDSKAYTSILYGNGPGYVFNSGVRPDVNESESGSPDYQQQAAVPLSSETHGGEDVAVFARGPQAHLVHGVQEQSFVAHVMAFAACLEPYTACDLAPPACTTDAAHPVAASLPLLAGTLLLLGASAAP
hIAP block: blocks human intestinal alkaline phosphatase. inhibition, % at 10 µM. P09923. hit rate 0.12% among 330,000. purified IAP, CDP-Star luminescence, 30 min;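 active means inhibition reaching a set limit with compound at 10 µM in the primary screen, cut at about 35% in these data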;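 further: plate controls were DMSO wells with enzyme for no effect and no-enzyme buffer wells for full effect; values of inactives mirror those of a sister screen read the other way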
mIAP activ: mouse IAP activation | muIAP, CDP-Star luminescence, 30 min; active compounds read high; 1 = vehicle-only enzyme signal, 0 = enzyme-free wells | activation factor at 10 µM | hit rate 0.24% among 330,000 | AID 2805;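 active means activation factor of at least 2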; further: the source names both 10 and 20 µM as test concentration; values of inactives mirror those of a sister screen read the other way
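Assay system: mouse IAP enzyme; Reagent: CDP-Star chemiluminescent phosphatase substrate; Compound: DMSO-dissolved test compounds; Incubation: 30 min, room temperature; Technique: luminescence from enzymatic CDP-Star hydrolysis; Controls: DMSO-only wells and no-enzyme negative control.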
PfG6PD inh: PfG6PD (Plasmodium falciparum) enzyme inhibition; PfGluPho enzyme, NADPH resazurin-diaphorase fluorescence; inhibition, % at 20 µM; hit rate 0.78% among 350,000;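 active means inhibition reaching at least a set limit at 20 µM in the primary screen, cut at about 59% in these data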;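 further: 0% = DMSO wells with substrate and 100% = DMSO wells lacking glucose-6-phosphate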
APOBEC3A inh: inhibitors of human APOBEC3A DNA deaminase | P31941 | recombinant A3A, FAM/TAMRA ssDNA deamination fluorescence | inhibition, % at 20 µM | hit rate 0.41% among 330,000 | AID 493011;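 active means at least 40% inhibition at 20 µM here, with at most 30% in a related deaminase screen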;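 further: plate controls were A3A with DMSO for no effect and wells lacking A3A enzyme for full effect; some results filed as inactive read as strong as hits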
HKDC1 inhibitor: blocks human hexokinase HKDC1 activity; recombinant HKDC1, G6PDH/diaphorase resazurin coupled fluorescence; hit rate 0.16% among 340,000; inhibition, % at 20 µM; Q2TB90;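 active means inhibition above about 35% when tested at 20 µM, limit read from the data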;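 further: plate controls were DMSO wells with enzyme for no effect and DMSO wells lacking enzyme for full effect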
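Incubation: 90 min at room temperature in dark / Material: recombinant HKDC1 (HK5) hexokinase enzyme, produced in-house / Quantity: enzyme 5 µg/mL final / Compound: one dose of 20 µM, 1% DMSO / Reagent: glucose and ATP substrates / Buffer or medium: Tris pH 8.0 buffer with MgCl2, Tween-20, BSA, BME / Technique: resorufin fluorescence at 613 nm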
ATG4B inh: blocks human ATG4B protease cleavage of LC3 substrate; Q9Y4P1; inhibition, % at 8.33 µM; hit rate 0.51% among 340,000; ATG4B cleavage of LC3-PLA2, NBD-HPC fluorescence, 1 h; in the data active means inhibition above about 40%
Target sequence (Q9Y4P1 whole entry, looked up): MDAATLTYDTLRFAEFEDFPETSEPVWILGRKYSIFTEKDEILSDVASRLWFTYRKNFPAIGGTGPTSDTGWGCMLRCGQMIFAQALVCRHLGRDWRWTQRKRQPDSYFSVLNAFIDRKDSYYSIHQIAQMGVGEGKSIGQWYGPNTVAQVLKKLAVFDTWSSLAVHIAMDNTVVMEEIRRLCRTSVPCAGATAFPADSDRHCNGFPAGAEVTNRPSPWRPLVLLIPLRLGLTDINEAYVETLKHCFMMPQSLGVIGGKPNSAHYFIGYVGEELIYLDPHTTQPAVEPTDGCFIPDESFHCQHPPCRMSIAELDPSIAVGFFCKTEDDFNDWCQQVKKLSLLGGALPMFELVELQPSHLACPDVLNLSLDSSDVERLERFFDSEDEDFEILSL
mIAP inh: mouse IAP inhibition; purified mouse IAP, CDP-Star luminescence, 30 min; inhibition, % at 10 µM; hit rate 0.2% among 330,000; AID 2806;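 active means inhibition of at least 40% at 10 µM in the primary screen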;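 further: plate controls were DMSO with enzyme for no effect and no enzyme wells for full effect; values of inactives mirror those of a sister screen read the other way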
Active calls of the source: *; x = no result given.

nr	SMILES	hIAP act	hIAP block	mIAP activ	PfG6PD inh	APOBEC3A inh	HKDC1 inhibitor	ATG4B inh	mIAP inh
1	CCOc1ccc(NC(=O)C2CCN(S(=O)(=O)c3cccs3)CC2)cc1	1.1	-10	1.2	11	-6	1	-7	-20
2	O=C(NCc1ccccc1)C1c2ccccc2Oc2ccccc21	1	0	1.1	-28	-3	-5	-2	-9
3	COc1ccc(CCNc2ncnc3c2oc2ccccc23)cc1OC	0.86	14	1.1	0	2	0	-8	-5
4	O=C(Cc1ccc([N+](=O)[O-])cc1)Nc1ccc(Cl)cc1	0.85	15	0.91	22	3	6	-9	9
5	C[C@@H](N)C(=O)NC[C@H]1O[C@@H](n2cnc3c(N)ncnc32)[C@H](O)[C@@H]1O	x	x	0.99	10	-2	-5	3	1
6	O=C(NC(=S)NN1CCCCC1c1cccnc1)c1ccc(Br)cc1 (stereo not given)	0.91	9	0.93	-13	-1	-2	8	7
7	COc1ccc(NC(=O)C2=NN(C3CCS(=O)(=O)C3)C(=O)CC2)cc1S(N)(=O)=O (stereo not given)	1.2	-15	0.96	5	0	-6	0	4
8	Cc1n[nH]c(=S)n1/N=C/c1ccccc1OCc1ccc(Cl)cc1Cl	1	-1	1	11	4	9	-2	0
9	Nc1c(Cl)cc(Cl)cc1C(=O)OCC(=O)N1CCCC1	0.75	25	0.93	2	0	-11	-3	7
10	O=C(Nc1c2c(nn1-c1ccc(Cl)cc1)CS(=O)(=O)C2)C1CC1	0.99	1	0.99	5	12	-7	6	1
11	O=C(Cn1cc(C(F)(F)F)ccc1=O)N/N=C/c1ccc(Cl)c(Cl)c1	0.91	9	0.88	3	-1	3	-13	12
12	Cc1ccc(CNC(=O)N2CCN(c3ccc(C)cc3)CC2)cc1	1.1	-9	1	-17	-6	4	0	0
13	Cc1nnc(SCC(=O)NC(=O)NC2CCCC2)n1N	0.93	7	1	-14	0	-6	-12	-3
14	COc1c(Br)cc(Br)cc1C(=O)O	1.2	-20	1.1	-3	6	-6	-10	-9
15	O=C(CSCC(=O)Nc1ccc2ccccc2c1)NCc1ccccc1	1	-3	1.1	4	-2	0	-20	-12
16	Cc1cc(/C=N/NC(N)=O)c(C)n1C1CCCCC1	1.2	-18	1.2	12	-5	-1	3	-15
17	N/C(Cc1nc(-c2ccc(Br)cc2)cs1)=N\O	0.98	2	1.1	-2	-6	-7	0	-10
18	COc1cccc(NC(=O)Cc2ccc(C)cc2)c1	0.95	5	1.1	-14	-3	3	-1	-8
19	CCOC(=O)c1oc2cc(O)ccc2c(=O)c1-c1csc(C)n1	1	-4	0.98	1	2	-7	1	2
20	Cc1ccc(C2C3=C(CC(C)(C)CC3=O)Nc3[nH]c(=S)[nH]c(=O)c32)cc1 (stereo not given)	0.83	17	0.96	20	-2	-3	-7	4

Other structures follow.
nr	SMILES	hIAP act	hIAP block	mIAP activ	PfG6PD inh	APOBEC3A inh	HKDC1 inhibitor	ATG4B inh	mIAP inh
21	Cc1noc(C)c1C(=O)N(CC(=O)Nc1ccccc1Br)Cc1ccco1	1	0	1	2	-2	-4	2	-3
22	Cc1ccc(S(=O)(=O)N2CCCCC2)cc1NS(=O)(=O)c1cccc(C(=O)O)c1	1.1	-7	1	-18	0	8	0	0
23	CC1(C)CC(=O)C(N=Nc2ccc(C(F)(F)F)cc2[N+](=O)[O-])=C(O)C1	0.74	26	0.85	-6	-3	6	1	15
24	COc1ccc(S(=O)(=O)N2CCC(C(=O)N[C@H](C(=O)NC3CCCC3)C(C)C)CC2)cc1	1.1	-12	0.94	-4	-6	-2	-8	6
25	CCc1nc2sc(C#N)c(N)c2c2c1CCCC2	1.3	-34	1	-18	0	6	7	0
26	COc1ccccc1CNC(=O)C1CCN(S(=O)(=O)c2ccc3c(c2)CC(C)N3C(=O)C2CC2)CC1 (stereo not given)	0.94	6	1.1	-2	-4	0	0	-12
27	Cc1cc(C)cc(OCC(O)CN2CC(C)OC(C)C2)c1 (stereo not given)	0.94	6	0.98	-7	-5	-5	2	2
28	COc1ccc(/C=N/NC(=O)c2cccc(Br)c2)cc1CN1CCOCC1	1.2	-22	1	8	-2	3	-6	-2
29	CC(C)=C1SC(N2CCN(c3cccc(Cl)c3)CC2)=NC1=O	0.95	5	0.98	12	1	-6	-11	2
30	C/C(=N\NC(=O)c1ccccc1OCCOc1ccccc1)c1ccccc1F	1.3	-29	0.93	27	0	6	2	7
31	CCOC(=O)CC1=CSC2=NS(=O)(=O)CCN12	0.98	2	0.92	-4	-1	-6	1	8
32	O=C(COC(=O)COc1ccccc1[N+](=O)[O-])Nc1ccccc1Br	0.99	1	0.93	-11	8	-10	1	8
33	Oc1c(Cl)cc(Cl)cc1/C=N/Nc1ncc(Br)cn1	1.7	-68	0.93	-16	-1	-12	-9	7
34	O=C(COC(=O)CC1CC2CCC1C2)Nc1ccccc1Cl (stereo not given)	1.1	-12	1.1	0	0	-3	-7	-7
35	Fc1cccc(F)c1/C=C/c1ccc2ccccc2n1	0.88	12	1.1	16	2	-6	23	-10
36	COc1cc(C(N)=O)cc(Cl)c1OCc1ccccc1	1	-4	1.1	14	-1	-4	60*	-12
37	COc1cc(C(C(=O)NC2CCCCC2)N(C(=O)Cc2c[nH]c3ccccc23)c2ccccc2C)cc(OC)c1OC (stereo not given)	0.86	14	0.98	13	-4	-3	24	2
38	Cc1nn(-c2ccccc2)cc1C(=S)Nc1ccccc1	0.95	5	0.95	10	-4	1	23	4
39	CCOc1c(OC(C)=O)ccc(/C=C2\N=C(SCC)SC2=O)c1[N+](=O)[O-]	0.97	3	0.9	21	-1	15	22	10
40	CC(=O)c1ccc(OCC(=O)OCC(=O)Nc2sccc2C(N)=O)cc1	0.94	6	0.9	6	-1	-4	-9	10

Later entries:
nr	SMILES	hIAP act	hIAP block	mIAP activ	PfG6PD inh	APOBEC3A inh	HKDC1 inhibitor	ATG4B inh	mIAP inh
41	COc1cc(-c2noc(C)c2C#Cc2ccc(N)cc2)cc(OC)c1OC	0.97	3	1.1	2	-2	4	-4	-9
42	COc1cc(/C=C(/NC(=O)c2ccc(Cl)cc2Cl)C(=O)O)cc(OC)c1OC	0.79	21	0.97	15	0	-7	4	3
43	CCC(CC)C(=O)Nc1nnc(S(=O)(=O)Nc2ccccc2C)s1	1.1	-5	1	-13	-5	6	-5	-2
44	O=C(c1cccc([N+](=O)[O-])c1)N1CCCC(C(=O)N2CCCCC2)C1 (stereo not given)	0.94	6	1	-4	-2	-2	1	-2
45	COCOc1ccc(C=O)c(O)c1	1.1	-6	0.96	8	1	-4	-22	4
46	O=C(NC(NNc1ccc([N+](=O)[O-])cc1)(C(F)(F)F)C(F)(F)F)c1ccc(Cl)cc1	1	-1	1	24	-3	7	-14	-4
47	O=C(Nc1nccs1)c1ccc(CSc2nnnn2-c2ccccc2)cc1	1	-2	0.97	10	1	2	-7	3
48	O=C(O)COCC(=O)Nc1ccc2c(c1)ncn2CCc1ccccc1	1.1	-7	0.92	-4	-4	-3	-1	8
49	CCCCn1c(N)c(N(CCOC)C(=O)C2CCN(S(=O)(=O)c3ccc(C)c(C)c3)CC2)c(=O)[nH]c1=O	1.2	-19	1	-13	3	-1	-3	-1
50	CCn1c(SCCC#N)nnc1-c1ccncc1	1.3	-30	0.99	-4	-5	-7	13	1
51	CC1=C(c2ccc(C)cc2)S(=O)(=O)N(CC(=O)O)C1=O	0.87	13	0.94	-14	1	-11	-2	6
52	O=C(O)c1ccc(COc2ccccc2/C=C2\NC(=O)N(Cc3ccccc3)C2=O)cc1	0.82	18	0.88	-18	-2	-3	17	12
53	CC(C)c1ccc(C2/C(=C(\O)c3ccc4c(c3)OCCO4)C(=O)C(=O)N2CCN2CCOCC2)cc1 (stereo not given)	1.1	-12	0.98	-6	-6	-3	1	2
54	Cc1nc2ccc(NC(=O)COc3cccc(F)c3)cc2s1	1.1	-7	1	5	4	-3	-9	-2
55	Cc1onc(-c2ccccc2Cl)c1C(=O)N1CCN=C1SCc1cccnc1	0.97	3	0.99	3	-2	0	-7	1
56	CC/C(CC(=O)C(F)(F)F)=N\NC(=O)/C(C#N)=C/N(C)C	0.94	6	1	4	0	0	-2	0
57	C=CCNC(=O)c1cccc(Br)c1	0.96	4	0.94	-10	-4	-2	-7	6
58	CC(CC(=O)O)CC(=O)Nc1ccc(S(N)(=O)=O)cc1 (stereo not given)	0.99	1	0.97	-23	-2	7	7	3
59	O=C(CCCn1cnc([N+](=O)[O-])n1)Nc1ccc(Cl)cc1Cl	1.1	-12	1.1	-13	2	-3	0	-8
60	Cc1ccc(C)c(NC(=O)C(=O)NCCc2c[nH]c3ccccc23)c1	1.1	-7	1.2	14	-5	2	7	-19

Following part
nr	SMILES	hIAP act	hIAP block	mIAP activ	PfG6PD inh	APOBEC3A inh	HKDC1 inhibitor	ATG4B inh	mIAP inh
61	O=C(Nc1ccc(S(=O)(=O)Nc2nccs2)cc1)c1cccc(F)c1	0.97	3	0.98	-22	-1	-9	-2	2
62	CCOc1ccc(NC(=O)Nc2nnc(CC(=O)NCc3ccccc3)s2)cc1	0.85	14	0.98	-19	-2	-7	4	2
63	OCCC1CN(Cc2cccc(C(F)(F)F)c2)CCN1Cc1ccccc1 (stereo not given)	0.91	9	1	9	0	-9	-5	-3
64	COc1ccc(/C=N/n2cnnc2SCCO)cc1OC	1	-2	0.97	-4	3	0	-8	3
65	CCOc1ccccc1NC(=O)C1CCN(c2ccc(S(=O)(=O)N3CCCC3)cc2)CC1	1.1	-8	1	-11	4	3	3	-1
66	Cc1c(C=O)c2ccccn2c1C(=O)c1ccncc1	0.64	36*	0.98	13	-7	15	-1	2
67	COc1ccc2c(=O)c3c(=O)n(-c4ccccc4)c(-c4ccco4)nc3oc2c1	1.3	-28	1.1	21	-2	17	1	-5
68	COc1ccc(-c2ccnc(SCC(=O)c3ccc(Br)cc3)n2)cc1	1	-2	1	5	-7	-9	-15	-2
69	C[C@H](NC(=O)c1ccccc1Cl)C(=O)OCC(=O)NNC(=O)c1cccs1	1.2	-18	0.84	-5	-3	-4	0	16
70	Cc1ccccc1NC(=S)N1CCCCCC1	0.81	19	1.2	5	1	-3	-6	-17
71	Cc1ccc(-n2c(SCC(=O)Nc3ccc4c(c3)OCO4)nnc2-c2cccs2)cc1	1.1	-7	1	22	-1	1	-3	-2
72	Nc1c(C(=O)NCCc2ccccc2)nnn1Cc1ccccc1	1	-2	0.98	-5	-1	0	0	2
73	Cc1cccc(C(=O)Nc2sc(C(=O)N3CCCC3)c(C)c2C#N)c1	0.88	12	1	-16	-6	1	-10	-1
74	CCN(CC)C(=O)C(=O)c1cccn1-c1c(Cl)cccc1C#N	1.1	-7	1	-17	0	7	-13	0
75	Cc1ncc(S(=O)(=O)c2ccccc2)c(-c2ccccc2)n1	0.92	8	1	-3	-2	-6	1	0
76	COc1ccc(CCN2C(=O)CC(N3CCOCC3)C2=O)cc1OC (stereo not given)	0.83	17	0.99	13	-1	-2	-4	1
77	Cc1c(C(=O)O)sc2nc(CSc3ncc(C(F)(F)F)cc3Cl)[nH]c(=O)c12	0.96	4	0.96	-30	-3	1	-5	4
78	CN(C)c1oc(/C=C/c2cccs2)nc1S(=O)(=O)c1ccccc1	1.1	-15	1	8	0	4	3	0

Three records drawn at random from those above, as already listed:
nr	SMILES	hIAP act	hIAP block	mIAP activ	PfG6PD inh	APOBEC3A inh	HKDC1 inhibitor	ATG4B inh	mIAP inh
78	CN(C)c1oc(/C=C/c2cccs2)nc1S(=O)(=O)c1ccccc1	1.1	-15	1	8	0	4	3	0
70	Cc1ccccc1NC(=S)N1CCCCCC1	0.81	19	1.2	5	1	-3	-6	-17
62	CCOc1ccc(NC(=O)Nc2nnc(CC(=O)NCc3ccccc3)s2)cc1	0.85	14	0.98	-19	-2	-7	4	2

Bioassay records from PubChem BioAssay.
